Screens (PubChem)
Rin1 Abl inh – blocks binding of human Rin1 to Abl. inhibition, % at 7.35 µM. TR-FRET Rin1/Abl binding, biochemical. P00519+Q13671. 360,000 compounds, 0.4% hits. AID 588664; in the data active = inhibition above about 5%, passing the limit was not always enough
Target sequence (P00519 whole entry, looked up): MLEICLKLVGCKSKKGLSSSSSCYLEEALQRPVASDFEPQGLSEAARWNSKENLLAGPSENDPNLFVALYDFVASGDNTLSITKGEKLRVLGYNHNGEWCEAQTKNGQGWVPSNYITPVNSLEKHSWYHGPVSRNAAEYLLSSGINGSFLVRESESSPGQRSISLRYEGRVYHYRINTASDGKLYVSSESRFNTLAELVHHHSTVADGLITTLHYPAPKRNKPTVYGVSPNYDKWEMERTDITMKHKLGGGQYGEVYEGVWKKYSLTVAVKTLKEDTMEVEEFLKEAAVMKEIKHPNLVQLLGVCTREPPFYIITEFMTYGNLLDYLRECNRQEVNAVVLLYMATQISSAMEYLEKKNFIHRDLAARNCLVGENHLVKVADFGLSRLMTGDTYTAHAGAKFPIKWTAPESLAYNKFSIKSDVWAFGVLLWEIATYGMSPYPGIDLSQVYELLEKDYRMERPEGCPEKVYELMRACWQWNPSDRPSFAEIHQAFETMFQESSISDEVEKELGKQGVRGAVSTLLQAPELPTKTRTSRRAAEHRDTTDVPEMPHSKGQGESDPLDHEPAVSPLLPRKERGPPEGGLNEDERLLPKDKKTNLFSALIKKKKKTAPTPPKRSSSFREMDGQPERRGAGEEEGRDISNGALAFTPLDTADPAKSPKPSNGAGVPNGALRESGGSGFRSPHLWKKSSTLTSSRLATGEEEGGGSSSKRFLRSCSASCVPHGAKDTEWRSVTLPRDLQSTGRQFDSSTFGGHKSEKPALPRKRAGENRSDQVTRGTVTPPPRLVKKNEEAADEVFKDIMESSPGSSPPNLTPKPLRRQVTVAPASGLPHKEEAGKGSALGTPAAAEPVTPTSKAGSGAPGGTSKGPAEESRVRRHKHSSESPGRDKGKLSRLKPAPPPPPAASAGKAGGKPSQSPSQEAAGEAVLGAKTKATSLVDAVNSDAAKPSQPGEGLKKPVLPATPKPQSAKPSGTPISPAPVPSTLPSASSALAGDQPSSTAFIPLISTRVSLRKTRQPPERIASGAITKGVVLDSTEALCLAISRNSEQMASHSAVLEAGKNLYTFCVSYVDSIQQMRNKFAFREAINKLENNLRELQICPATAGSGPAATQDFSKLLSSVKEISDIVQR
Target sequence (Q13671 whole entry, looked up): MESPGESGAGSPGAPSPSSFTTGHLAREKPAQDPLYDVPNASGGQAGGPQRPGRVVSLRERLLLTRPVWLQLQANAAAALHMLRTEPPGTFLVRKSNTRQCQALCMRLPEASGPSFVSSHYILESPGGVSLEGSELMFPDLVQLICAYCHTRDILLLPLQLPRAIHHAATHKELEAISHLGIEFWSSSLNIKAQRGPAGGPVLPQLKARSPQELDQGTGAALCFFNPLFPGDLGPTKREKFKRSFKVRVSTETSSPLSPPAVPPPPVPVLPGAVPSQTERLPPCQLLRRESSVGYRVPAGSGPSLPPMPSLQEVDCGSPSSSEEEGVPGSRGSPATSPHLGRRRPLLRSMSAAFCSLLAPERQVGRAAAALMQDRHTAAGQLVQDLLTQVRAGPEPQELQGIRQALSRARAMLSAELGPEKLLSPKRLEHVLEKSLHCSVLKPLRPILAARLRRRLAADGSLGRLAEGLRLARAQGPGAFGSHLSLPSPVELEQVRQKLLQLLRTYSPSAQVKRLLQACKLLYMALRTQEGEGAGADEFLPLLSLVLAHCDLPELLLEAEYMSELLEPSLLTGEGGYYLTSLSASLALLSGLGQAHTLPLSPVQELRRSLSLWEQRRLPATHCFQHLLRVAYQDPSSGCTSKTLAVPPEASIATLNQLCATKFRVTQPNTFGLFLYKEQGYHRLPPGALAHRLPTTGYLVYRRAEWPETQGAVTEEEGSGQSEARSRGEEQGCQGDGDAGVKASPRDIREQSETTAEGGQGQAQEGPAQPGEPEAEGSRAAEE
DNMT1 block – blocks human DNA methyltransferase DNMT1. P26358. DNMT1 molecular beacon, Hinp1I cleavage, fluorescence. 360,000 compounds, 0.83% hits. inhibition (reported as % activation of signal), % at 10 µM. AID 588458; in the data active = inhibition above about 50%
NadD inh – inhibitors of Staphylococcus aureus NadD. 360,000 compounds, 0.78% hits. inhibition, % at 20 µM. AID 602399. purified NadD enzyme, colorimetric absorbance read-out; in the data active = inhibition above about 26%; also: some compounds past the cut are filed as inactive
CSN inh – blocks human CSN-mediated cullin deneddylation; Purified CSN, SCF-Nedd8-OG deneddylation, fluorescence polarization; inhibition, % at 12.5 µM; 360,000 compounds, 0.38% hits; AID 651999;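 active = pattern-corrected inhibition above about 35%, with an unprinted fluorescence ratio check between 0.5 and 1.5, limit read from the data, passing the limit was not always enough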;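 also: 0% = enzyme with substrate and 100% = substrate without enzyme; some results filed as inactive read as strong as hits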
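Schedule: reaction 90 min, room temperature / Assay system: HEK293T-derived human Csn5 enzyme / Input: Csn5 at 0.24 nM final / Measure: inhibition of Csn5 cleavage, % / Control set: substrate-only high control, full reaction low control / Technique: fluorescence polarization of the substrate / Buffer or medium: Tris/NaCl/DTT buffer, pH 7.5 / Reagent: SCFSkp2-Nedd8OG substrate at 10 nM final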
SUMO1-SIM PPI – SUMO1-SIM interaction modulation; inhibition, % at 20 µM; SUMO1 binding to a labelled peptide, TR-FRET, 1 h; P63165; 360,000 compounds, 0.33% hits; in the data active = inhibition above about 37%
LMPTP inh – blocks human LMPTP phosphatase; P24666; recombinant LMPTP-A, OMFP fluorogenic substrate, fluorescence intensity; inhibition, % at 20 µM; 360,000 compounds, 0.22% hits; AID 651560;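 active = compounds that cut the enzyme signal by at least half of the control window in the single-dose screen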;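 also: plate controls were DMSO wells with enzyme plus substrate for no effect and substrate without enzyme for full effect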
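Material: LMPTP-A; amount: 0.625 nM enzyme; doses: single 20 µM dose; times: reaction 50 min, room temperature, dark; technique: fluorescence intensity of OMFP turnover product; benchmarks: no-enzyme and uninhibited controls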
Rpn11 block – Rpn11 (human) deubiquitinase inhibition; O00487; human 26S proteasome, Ub4-pepOG fluorescence polarization; 20S core pre-blocked with epoxomicin; calls only at 20 µM; 360,000 compounds, 0.59% hits; AID 588493;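 active = inhibition at 20 µM, scaled to each plate's controls, above about 33%, limit read from the data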
Scp-1 inhibitor – blocks human Scp-1 phosphatase activity; Q9GZU7; 340,000 compounds, 0.88% hits; inhibition, % at 20 µM; Recombinant Scp1, phosphopeptide, malachite green phosphate absorbance;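 active = inhibition above about 50% at 20 µM, limit read from the data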;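 also: plate controls were DMSO wells with enzyme for no effect and wells lacking enzyme for full effect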
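assay system = SCP-1 phosphatase catalytic domain, residues 76-261 | buffer or medium = 50 mM Tris acetate pH 5.5, 0.005% Tween-20, 10 mM MgCl2 | incubation = enzyme reaction 45 min at room temperature, colour 5 min, stabilisation 30 min | signal = Phosphate-binding colour reagent, absorbance read at 630 nm | measure = % inhibition at 20 µM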
Neddyl block – inhibitors of human cullin neddylation; P61081+Q13564; TR-FRET cullin neddylation, biochemical; calls only at 25 µM; 360,000 compounds, 0.58% hits; in the data active = inhibition above about 36%
STEP inh – inhibitors of human striatal-enriched phosphatase STEP; P54829; recombinant STEP, OMFP fluorogenic substrate, fluorescence; inhibition, % at 20 µM; 360,000 compounds, 0.25% hits;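 active = inhibition at 20 µM, scaled per plate between control wells, above about 37%, limit read from the data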;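 also: 0% = DMSO with enzyme and substrate and 100% = substrate only without enzyme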
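Measure: Control-normalized % inhibition with plate pattern correction | Test system: STEP phosphatase, cell-free reaction | Medium: pH 6.0 Bis-Tris with DTT and Tween 20 | Technique: Fluorescence, 480/540 nm | Times: Reaction 20 min, ambient temperature | Doses: Single compound dose of 20 µM, 1% DMSO final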
Numbers without * were called inactive; i = inactive; x = not tested or not shown. Compounds were not picked by outcome; any-hit rate near 3.8%.

Every second line gives: STEP inh | Scp-1 inhibitor | LMPTP inh | NadD inh | Rpn11 block | Neddyl block | Rin1 Abl inh | DNMT1 block | CSN inh | SUMO1-SIM PPI
Nc1nnc(CC(=O)N/N=C/c2ccc(-c3ccccc3Cl)o2)s1
    1.6 | 3.0 | 1.5 | 13.2 | i | i | -5.9 | -17.8 | 7.0 | 7.2
CCOC(=O)Cn1nnnc1C(CC)N(Cc1ccccc1)Cc1cc2cc(C)ccc2[nH]c1=O (stereo not given)
    -0.5 | 0.0 | 2.7 | 6.5 | i | i | -1.8 | -5.5 | -2.9 | 1.2
Cn1cccc2[nH]c(=O)nc1-2
    2.8 | 18.8 | -1.8 | -2.3 | i | i | -0.1 | 1.7 | -4.3 | -3.2
CC(C)NC(=O)N(C)C[C@H]1Oc2c(NC(=O)C3CC3)cccc2C(=O)N([C@H](C)CO)C[C@@H]1C
    -0.1 | -0.3 | -1.4 | 0.7 | i | i | 3.0 | 7.9 | -3.2 | 2.3
Cc1ccc(C(=O)C[n+]2ccc(-c3nnc4n3CCC4)cc2)cc1
    -5.7 | -3.9 | -0.3 | -3.4 | i | i | -1.1 | -0.5 | -6.7 | -22.2
CCC1CCC2(CC1)SCC(=O)N2c1ccccc1 (stereo not given)
    -1.4 | -7.9 | 0.6 | 1.0 | i | i | 1.6 | 0.2 | -0.6 | 0.2
CC(=O)Nc1cc(C(=O)OCC(=O)c2ccc(C)cc2)ccc1C
    0.3 | -5.2 | -1.3 | -3.2 | i | i | -7.2 | -0.6 | -14.1 | -0.5
CCOC(=O)c1ccc(NC(=O)C2CCN(S(=O)(=O)CC)CC2)cc1
    -2.8 | -1.1 | -2.6 | 1.2 | i | i | -1.8 | 21.2 | 5.6 | 2.2
c1ccc(-c2csc3ncnc(N4CCc5ccccc5C4)c23)cc1
    3.9 | 4.0 | 3.2 | 5.2 | i | i | -1.6 | -1.0 | 2.4 | 0.6
COc1cc(CC(=O)NCCc2ccc(OCc3ccccc3)cc2)c([N+](=O)[O-])cc1OC
    2.8 | -4.8 | 2.6 | -0.8 | i | i | 2.3 | -1.8 | -1.1 | -2.4
Cc1ccc(C2CN=NC23CCc2ccccc2C3=O)cc1 (stereo not given)
    1.5 | -22.5 | -0.1 | 2.3 | i | i | -4.9 | -9.5 | 5.5 | -2.9
Cc1cccc(NC(=O)CC2Nc3cccc4cccc(c34)NC2=O)c1 (stereo not given)
    -2.8 | -3.8 | -0.2 | 8.8 | i | i | 3.0 | -30.6 | 12.0 | -1.1
CC(C)n1c(SCC(=O)N2CCN(C(=O)c3ccco3)CC2)nc2c1c(=O)n(C)c(=O)n2C
    -2.6 | -8.4 | -1.3 | 2.7 | i | i | 2.0 | 2.8 | 3.9 | 1.7
O=C(On1c(-c2ccccc2)nc2ccccc2c1=O)c1ccco1
    2.7 | -14.9 | -1.2 | 1.2 | i | i | -2.9 | 8.6 | 6.2 | 2.2
COc1cc(C2c3cc4c(cc3OC(C)(N3CCCC3)C2C)OCO4)cc(OC)c1OC (stereo not given)
    -1.3 | 2.2 | -0.5 | -3.1 | i | i | 2.9 | 0.8 | -0.5 | -3.9
CCCCN1C[C@H](C)[C@@H](CC(=O)Nc2ccc(OC)cc2)C1=O
    -1.9 | x | -1.3 | 1.1 | i | i | 0.3 | 2.9 | 2.3 | 1.8
COc1ccc(NC(=O)c2cc(C3CCCCN3C(=O)OCc3ccccc3)on2)c(C)c1 (stereo not given)
    -0.4 | x | 1.2 | -4.3 | i | i | -1.4 | -6.6 | 1.6 | 1.4
COc1ccc(CNS(=O)(=O)c2ccc3c(c2)CCN3C(=O)C2CC2)cc1
    2.9 | -5.6 | 0.4 | -1.1 | i | i | 3.6 | 42.2 | -0.6 | -0.5
O=C(NC1CCN(Cc2ccccc2)C1)c1cc(S(=O)(=O)N2CCOCC2)ccc1Cl (stereo not given)
    -2.4 | -5.2 | -1.8 | -5.9 | i | i | 4.7 | 0.3 | -5.2 | 2.2
COc1cc2ccccc2cc1C(=O)N1CCCC(C(F)(F)F)C1 (stereo not given)
    1.1 | -4.6 | -7.1 | -5.3 | i | i | -1.6 | -1.9 | -2.8 | -3.2

Single values from above.
`COc1cc(CC(=O)NCCc2ccc(OCc3ccccc3)cc2)c([N+](=O)[O-])cc1OC` in Rin1 Abl inh reads 2.3
`O=C(On1c(-c2ccccc2)nc2ccccc2c1=O)c1ccco1` in STEP inh reads 2.7

New compounds follow:
Every second line gives: STEP inh | Scp-1 inhibitor | LMPTP inh | NadD inh | Rpn11 block | Neddyl block | Rin1 Abl inh | DNMT1 block | CSN inh | SUMO1-SIM PPI
CCOC(=O)[C@]12CCC=C1N(Cc1cccc3ccccc13)C(=O)[C@H](CC(=O)N1CCSCC1)C2
    x | x | 1.8 | 0.0 | x | i | x | x | -2.0 | 1.2
COc1ccccc1-c1nnc(NC(=O)c2ccc(S(=O)(=O)N(C)C)cc2)o1
    1.5 | -3.3 | -2.1 | 12.3 | i | i | -0.1 | 2.4 | 8.3 | 7.0
O=C1[C@H]2[C@@H](c3ccc(Cl)cc3)N3C(=O)N(c4cccc(Br)c4)C(=O)[C@@]3(Cc3ccc(Cl)cc3)[C@H]2C(=O)N1C1CCCCC1
    2.3 | -10.7 | 3.0 | 31.9* | i | i | 0.5 | -0.2 | 0.0 | -1.3
O=C(O)c1ccccc1SCC(=O)N1CCc2ccccc21
    -3.4 | 23.9 | 0.2 | 0.2 | i | i | 2.5 | 8.1 | -1.0 | 0.6
COc1cccc(-c2nc3n(n2)C(c2cccs2)C(C(=O)Nc2cccnc2)=C(C)N3)c1 (stereo not given)
    -2.7 | -4.2 | -0.6 | -3.1 | i | i | -2.5 | -2.2 | -2.0 | 7.2
CCOC(=O)c1nc(NCc2ccccc2)sc1C
    23.5 | -12.8 | 1.6 | 5.6 | i | i | -1.7 | -1.2 | -1.2 | 1.0
COCCNc1nc(SC)nc2sc3c(c12)CCN(C)C3
    2.5 | -0.9 | 5.1 | -1.7 | i | x | -0.2 | -4.6 | 4.9 | 5.6
O=S(=O)(O)Sc1ccccc1
    6.7 | x | -1.1 | 4.0 | i | i | 6.0 | -1.5 | 2.5 | 1.1
CCN(CC)CCNC(=O)c1ccc(NC(=O)c2ccc(F)cc2F)cc1
    -2.8 | -10.4 | -0.2 | 0.0 | i | i | 1.0 | 3.3 | 5.4 | 0.4
Cc1ccc(C)c(NS(=O)(=O)c2cc(C(=O)N3CCCC3)ccc2Cl)c1
    -0.3 | 0.7 | 0.3 | 0.8 | i | i | 3.6 | 3.0 | -6.8 | 1.4
CCCN(CCC)C(=O)CC(c1ccccc1)C1CCOC(C)(C)C1 (stereo not given)
    -0.3 | -10.6 | -1.1 | -10.3 | i | i | -4.0 | -3.6 | -5.3 | -4.3
CCCCN(CCCC)CC(O)Cn1c2ccccc2c(=O)c2ccccc21 (stereo not given)
    2.9 | -13.3 | 8.6 | -12.8 | i | x | -0.6 | 13.7 | 1.7 | -17.8
O=C(CCCN1C(=O)c2cccc3cccc(c23)C1=O)OCC(=O)N1CCCCC1
    -0.8 | x | 2.0 | -10.0 | i | i | -6.2 | 2.7 | 2.3 | -30.7
COCCNC(=S)N/N=C(\C)c1ccccc1F
    1.8 | -8.3 | -0.9 | 3.9 | i | i | -3.3 | -0.4 | 12.8 | -1.5
O=C(NNC(=S)Nc1cccc(C(F)(F)F)c1)c1ccncc1
    -1.2 | x | -2.2 | -1.0 | i | i | 0.1 | 4.2 | -2.8 | 4.5
CCN1CCN(S(=O)(=O)c2ccc(Cl)c(C(=O)N(CCc3ccccc3)Cc3ccccc3)c2)CC1
    3.6 | -2.2 | 1.4 | -3.0 | i | i | -0.8 | 1.9 | -1.8 | 0.0
COc1ccc(NC(=O)c2cccn(CC=C(C)C)c2=O)cc1
    1.2 | -6.5 | 0.9 | 4.3 | i | i | 1.9 | -0.5 | -0.5 | -5.6
Cc1nn(-c2ccccn2)c2c1-c1nc(N3CCOCC3)ncc1CC2
    -0.7 | -3.3 | 2.0 | -2.7 | i | x | 2.6 | -1.3 | 1.2 | 0.5
Cc1cccc(NC(=O)Nc2nnc(-c3ccccc3)o2)c1
    -1.9 | -3.7 | -0.4 | 2.7 | i | i | -2.8 | 3.1 | -3.0 | -1.2
CS(=O)(=O)N1CCN(C(=O)Cc2ccccc2Cl)CC1
    -1.2 | -2.7 | -1.8 | -1.6 | i | i | 2.4 | -3.5 | -6.6 | 1.4
COCCC(=O)Nc1ccc2c(c1)CN(C(=O)c1ccc(CSC)o1)CC2
    1.9 | 3.0 | 1.9 | -3.3 | i | i | -1.3 | 2.4 | 0.5 | -2.6
Cc1ccc(C(=O)NC(=O)CSc2nnc(C)s2)cc1
    -0.3 | -4.7 | -1.0 | 0.5 | i | i | -1.6 | 0.2 | -6.3 | -0.7
O=C(O)c1cccc(S(=O)(=O)N2CCC(Cc3ccccc3)CC2)c1
    2.2 | -5.2 | -2.3 | -8.3 | i | i | 1.9 | 3.3 | -0.4 | 3.0
Cn1c(=O)c2c(nc(Oc3ccc4ccccc4c3)n2C)n(C)c1=O
    1.1 | -3.4 | -1.5 | -1.7 | i | i | -0.7 | 1.5 | -1.8 | 0.0
O=C(NC(c1ccc(Cl)cc1)c1cnccn1)C1CCN(Cc2ccc(Cl)cc2)CC1 (stereo not given)
    -2.8 | x | -0.3 | -1.0 | i | i | -1.7 | -3.2 | 3.2 | 1.2
COc1ccc(OC)c(C2=Nn3c(nnc3-c3cccc(OC(C)C)c3)SC2)c1
    5.8 | 15.5 | 3.7 | 3.2 | i | i | -3.5 | -7.2 | 8.1 | 3.9
OCCCc1nc2n(n1)C(c1ccccc1)C=C(c1ccc(F)cc1)N2 (stereo not given)
    -4.6 | 0.2 | -1.3 | 1.0 | i | x | -3.6 | 0.9 | -10.4 | -1.2
COC(=O)c1[nH]c2ccc(C)cc2c1NS(=O)(=O)c1ccc(F)cc1
    1.4 | -0.5 | -1.0 | -2.8 | i | i | 0.4 | 0.5 | 0.9 | -4.0

Arranged by value in Rin1 Abl inh (descending): some entries from above.
| SMILES | Rin1 Abl inh |
| --- | --- |
| O=C(O)c1ccccc1SCC(=O)N1CCc2ccccc21 | 2.5 |
| COC(=O)c1[nH]c2ccc(C)cc2c1NS(=O)(=O)c1ccc(F)cc1 | 0.4 |
| CCCCN1C[C@H](C)[C@@H](CC(=O)Nc2ccc(OC)cc2)C1=O | 0.3 |
